Screens as filed in PubChem.
Anesthetic bind: binds horse apoferritin like a general anesthetic. P02791. actives 0.074% (n = 350,000). apoferritin/1-aminoanthracene competitive binding, fluorescence. Potency, µM (highest dose often 77.5 µM), inactives show at the highest dose activity change, negative = displacement, usual class: inhibitors; further: potency means the concentration at half of the fitted maximal effect; on the % scale 0 is the no-effect control and ±100 the full control effect; nearly all actives have a fitted effect of over 20% in size
Target sequence (P02791 2-175 limits assumed): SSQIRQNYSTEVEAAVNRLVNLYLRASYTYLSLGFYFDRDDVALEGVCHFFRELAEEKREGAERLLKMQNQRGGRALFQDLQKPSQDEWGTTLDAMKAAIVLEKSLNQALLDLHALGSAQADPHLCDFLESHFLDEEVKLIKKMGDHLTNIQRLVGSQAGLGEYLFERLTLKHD
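Apoferritin-based anesthetic binding model; compound displacement of fluorescent 1-AMA measured as endpoint fluorescence after 10 minutes at room temperature, scaled to free-ligand and complex controls.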
RXFP1 antag: antagonists of human relaxin receptor RXFP1 | Q9HBX9 | HEK293-RXFP1, relaxin-stimulated cAMP HTRF, 30 min; active compounds read low | activity change, negative = inhibition, % at 57.5 µM | actives 0.59% (n = 350,000) | AID 1259400;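 active means activity change of -60% or lower, but not beyond a set lower limit; inconclusive means change between -60% and -40%, or beyond the set limit; inactive means change above -40%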; further: on the % scale 0 is the no-effect control and ±100 the full control effect
D1 antagonist: blocks dopamine activation of the human D1 receptor; P21728; HEK293 TREx D1 cells, calcium flux, dopamine EC80; active compounds read low; activity change, negative = inhibition, % at 10 µM; actives 3.2% (n = 360,000); AID 504652; in the data active means activity change below about -30%; further: on the % scale 0 is the no-effect control and ±100 the full control effect
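Kinetic fluorescence of a calcium dye serves as the read-out. D1-expressing Hek293 Trex cells, induced overnight at 30 C, are exposed to compound for 180 s before an EC80 dopamine addition, then read 180 s further.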
TRHR enhancer: allosterically enhances the human TRH receptor | actives 0.66% (n = 360,000) | AID 493056 | P34981 | TRHR cells, fluo-8 calcium fluorescence, EC20 TRH enhancement | enhancement, % at 2 µM; in the data active means enhancement above about 30%; further: 0% is about no effect
Target sequence (P34981 whole entry, looked up): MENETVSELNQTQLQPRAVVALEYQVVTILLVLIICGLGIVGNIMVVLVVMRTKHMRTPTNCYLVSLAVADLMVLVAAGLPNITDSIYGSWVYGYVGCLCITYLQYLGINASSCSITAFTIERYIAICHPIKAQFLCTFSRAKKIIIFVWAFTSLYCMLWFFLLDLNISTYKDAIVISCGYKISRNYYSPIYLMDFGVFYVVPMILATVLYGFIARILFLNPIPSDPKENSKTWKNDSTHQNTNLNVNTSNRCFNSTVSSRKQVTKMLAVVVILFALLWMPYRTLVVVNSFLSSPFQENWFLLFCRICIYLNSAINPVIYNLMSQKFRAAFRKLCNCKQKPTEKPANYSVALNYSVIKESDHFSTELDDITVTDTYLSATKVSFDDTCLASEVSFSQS
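TRHR-expressing cells loaded with fluo-8 calcium dye were read kinetically (ex 480/em 530) during compound addition, then stimulated with an EC20 of TRH (10 nM final). Enhancement of the Gq-mediated intracellular calcium response was scored.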
RXFP1 ag: agonists of human relaxin receptor RXFP1 | HEK293T-RXFP1 cAMP TR-FRET, 30 min; response scale: percent of porcine relaxin response, buffer zero | Potency, µM (doses to about 57.5 µM), without a hit: at the highest dose activation, most hits filed as activators | actives 0.3% (n = 370,000) | AID 2676; further: potency means the concentration at half of the fitted maximal effect; on the % scale 0 is the no-effect control and ±100 the full control effect; nearly all actives have a fitted effect of over 60% in size; many of its hits are not listed in these tables
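cAMP rise read by TR-FRET after 30 min, 37C compound exposure (up to 58 uM) in RXFP1-transfected HEK293 cells with Ro 20174 present. EC50 from Hill-equation fits, with 29 nM porcine relaxin as 100% and buffer as basal.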
TRHR agonist: activates the human TRH receptor | TRHR cells, calcium flux fluo-8, FDSS agonist mode | activation, % at 2 µM | actives 0.18% (n = 360,000); in the data active means activation above about 30%; further: 0% is about no effect
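Steps: seed TRHR cells overnight; add fluo-8 no-wash Ca dye, RT 30 min–1.5 h; record 10 s baseline; pin-transfer compounds; monitor fluorescence 1 cycle/s for the agonist window. Calcium increases flag candidate agonists.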
D2 potentiator: positive allosteric modulators of human D2 dopamine receptor; actives 0.34% (n = 340,000); potentiation, % at 10 µM; HEK293 T-REx D2, calcium flux, EC20 dopamine potentiation;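 active means potentiation over 3 SD above the plate norm, cut at about 30% in these data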; further: 0% is about no effect
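Potentiation of an EC20 dopamine calcium response measured kinetically over 180 s, after a preceding 180 s compound-only read flagging agonists. Cells: inducible Hek293 Trex D2 line, 4000/well, cultured overnight at 30 C before dye loading.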
D1 potentiator: human D1 dopamine receptor positive modulation. HEK293 TREx D1 cells, calcium flux, dopamine EC20 potentiation. potentiation, % at 10 µM. actives 0.036% (n = 360,000); in the data active means potentiation above about 30%; further: 0% is about no effect
D1 ag: human D1 receptor agonism; P21728; HEK293 T-REx D1 cells, calcium flux, agonist mode; activation, % at 2 µM; actives 1% (n = 360,000); AID 504660; in the data active means activation above about 30%; further: 0% is about no effect
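Tetracycline-induced HEK293 TREx D1 cells, force-coupled to calcium signalling, were dye-loaded with a no-wash calcium kit. Compound was pin-added after a 10 s baseline. Fluorescence was read kinetically at 1 cycle/s for 180 s, with calcium rises flagged as agonism.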
Starred values were filed as active, the others as inactive; ? = inconclusive; nt = not tested or not shown; [ ] = dose if it differs, or a comment. Unless noted, the call rests on the fitted dose curve; in most records, active means well fitted curve in the direction sought with a large enough effect; inconclusive means small, poorly fitted or top-dose-only effect, or another doubt; inactive means no such curve, though single readings can be large; an effect the other way counts as inactive or inconclusive. Not all compounds are listed (hit frequency here may not be typical).

cpd	smiles	Anesthetic bind	RXFP1 antag	D1 antagonist	TRHR enhancer	RXFP1 ag
1	CCc1nnc(NC(=O)CCC(=O)NCCc2ccccc2)s1	-7%	-14	7	1	0.2%
2	O=C(NCc1cccc(Br)c1)c1cnn(-c2ccc(F)cc2)c1-n1cccc1	-10%	nt	-13	-6	-0.1%
3	N#Cc1ccc(C(=O)NCCCSc2ccccc2)cc1	-6%	5	-8	-3	-0.9%
4	Cc1cc2ncc(-c3ccc(Cl)cc3)c(N)n2n1	8%	nt	-8	23	-1.2%
5	CCOC(=O)c1ccc(NC(=O)[C@@H](NC(N)=O)C(C)C)cc1	1%	-20	0	1	2.3%
6	CCN(CC)S(=O)(=O)c1nnc(NC(=O)COc2cccc(C)c2)s1	-12%	-11	-14	4	-1.5%
7	CCOc1ccccc1-n1nnnc1SCC(=O)OC	2%	-12	-21	-4	0.7%
8	CCOC(=O)c1c(Nc2ccccc2N)cc(C)nc1C	-7%	-2	-10	-4	0.9%
9	CCc1noc(C)c1C(=O)Nc1nc(-c2ccccc2)cs1	nt	-1	-24	22	-1.3%
10	COc1ccc(-c2cc(C(=O)Nc3c(F)cc(F)cc3Br)no2)cc1	-6%	19	-3	-5	2.7%

cpd	TRHR agonist	D2 potentiator	D1 potentiator	D1 ag
1	0.2	22	-2	2
2	0.2	6	-2	6
3	-0.5	2	-6	5
4	-0.6	10	2	-3
5	-0.4	20	-2	4
6	-0.2	6	-1	0
7	0.3	-2	9	6
8	-0.6	-1	-9	4
9	-0.9	8	-3	2
10	0.3	-6	0	3

Additional entries:
cpd	smiles	Anesthetic bind	RXFP1 antag	D1 antagonist	TRHR enhancer	RXFP1 ag
11	CC1(C)CC(=O)c2cnn(-c3nc4ccccc4[nH]3)c2C1	-9%	4	3	0	-0.7%
12	CCCc1nc2ccccc2c(C(=O)OCC(=O)Nc2c(C)n(C)n(-c3ccccc3)c2=O)c1CC	-4%	2	10	2	0.7%
13	CCSc1nn(CC(=O)Nc2cccc(Cl)c2)c(N)c1S(=O)(=O)c1ccc(OC)cc1	-6%	nt	3	10	0.3%
14	O=S(=O)(Nc1ccc(O)c2ccccc12)c1cccs1	-12%	-6	-16	0	-2.6%
15	CN(C(=O)c1ccc2c(c1)OCCO2)c1c(N)n(Cc2ccccc2)c(=O)[nH]c1=O	nt	-8	2	-8	0.7%
16	Cc1ccc(S(=O)(=O)c2cn(Cc3ccc(F)cc3)c3cc(F)c(F)cc3c2=O)cc1	-2%	-8	17	-7	?
17	CCOC(=O)c1[nH]cnc1C(=O)N1CCN(C(=O)OC(C)(C)C)CC1	nt	nt	nt	1	0.1%
18	CCn1cnc2cc([N+](=O)[O-])ccc21	-10%	-1	9	3	4.1%
19	COc1ccccc1NC(=S)NCc1ccc(F)cc1	-9%	-17	-3	0	-0.9%
20	CCOc1ccc(-c2c(C)nn3c(C)c(C(=O)Nc4cc(C)cc(C)c4)cnc23)cc1OCC	51%[activator]	-8	8	-4	-5.0%

cpd	TRHR agonist	D2 potentiator	D1 potentiator	D1 ag
11	-0.5	-2	4	1
12	-1.1	14	-5	5
13	0.6	-4	1	6
14	-0.1	7	-4	1
15	1.5	1	4	6
16	0.1	2	-4	2
17	0.2	-1	-4	-3
18	0.1	nt	2	7
19	-1.4	-13	-1	6
20	-0.4	2	-6	4

Next compounds
cpd	smiles	Anesthetic bind	RXFP1 antag	D1 antagonist	TRHR enhancer	RXFP1 ag
21	Cc1nc(SCc2ccc(Cl)cc2)ncc1C(=O)O	-12%	-4	3	1	-1.4%
22	CC(=O)Nc1ccc2ccccc2c1	-11%	14	10	7	0.6%
23	S=c1[nH]nc(-c2ccccc2Cl)n1/N=C/C=C/c1ccco1	-14%	-6	-36*	19	-0.5%
24	COc1ccc(NC(=O)c2ccc(COCC(F)(F)C(F)F)cc2)cc1	-4%	-12	3	5	1.3%
25	CCOC(=O)NC(=O)c1cn(CCN(C)C)c(=O)[nH]c1=O	8%	-12	-5	-1	-0.1%
26	O=C(NNC(=O)c1ccco1)c1ccc(NS(=O)(=O)c2cccs2)cc1	nt	0	-9	3	-0.3%
27	Cc1cc(C(=O)COC(=O)c2ccncc2)c(C)n1CCc1ccc(F)cc1	?	-22	-27	5	4.1%
28	Cn1cnnc1SCC(=O)Nc1ccc(Cl)cc1	-9%	-1	5	-2	1.4%
29	COc1ccc(-n2nc(C(=O)NCC(=O)Nc3cc(OC)ccc3OC)c3ccccc3c2=O)cc1	-1%	1	-6	-5	1.9%
30	Cc1ccc2nc(C)c(C(=O)N/N=C/c3ccc(C(=O)O)cc3)cc2c1	-2%	-62*	-5	-3	-2.3%

cpd	TRHR agonist	D2 potentiator	D1 potentiator	D1 ag
21	0.0	3	4	2
22	0.4	3	4	4
23	0.4	-4	-4	1
24	0.6	4	4	6
25	0.5	16	7	1
26	0.6	-5	-2	1
27	0.7	12	-3	12
28	0.7	6	2	0
29	1.0	-15	-9	4
30	-1.8	-1	0	5

Going on with the list.
cpd	smiles	Anesthetic bind	RXFP1 antag	D1 antagonist	TRHR enhancer	RXFP1 ag
31	C=CCSc1ccc(S(=O)(=O)N2CCN(C)CC2)cn1	nt	-10	-1	-2	1.0%
32	CCOC(=O)c1cc(C#N)c(Nc2ccc(C)cc2)nc1C(F)(F)F	-5%	-5	14	2	3.4%
33	O=S(=O)(N/N=C/c1ccc2c(c1)OCCO2)c1ccccc1	-16%	-26	3	6	0.5%
34	Cc1cc(/C=N\NC(=O)c2cccs2)c(C)n1-c1ccc2ncccc2c1	-7%	-3	-22	11	-1.2%
35	Cc1cc(C)n2nc(-c3ccc(Br)cc3)cc2n1	-9%	9	-6	-7	18%
36	Cc1ccc(NC(=O)NC2CCCCCCC2)c(C)c1	-10%	1	5	10	1.1%
37	Cc1cccc(C(=O)NC(NCCc2ccccc2)C(Cl)(Cl)Cl)c1 (stereo not drawn)	-10%	-15	-41*	3	-2.0%
38	O=C(NC1CC1)C1=COCCO1	2%	-4	4	-6	-0.1%
39	CC1CCN(C(=O)c2ccc(CSc3ccc(Cl)cc3)cc2)CC1	?	nt	-24	1	-1.7%
40	CCN(CC)c1ccc(/C=N/NC(=O)c2cnccn2)c(O)c1	1%	4	4	1	-2.8%

cpd	TRHR agonist	D2 potentiator	D1 potentiator	D1 ag
31	0.2	10	1	-1
32	2.1	-3	-2	4
33	0.0	-5	15	5
34	0.5	-1	-6	9
35	-0.1	-11	-9	-1
36	-0.6	4	-1	-1
37	-0.9	4	-4	19
38	0.2	-3	2	2
39	0.0	-9	-5	11
40	2.1	-6	-5	8

Next records follow.
cpd	smiles	Anesthetic bind	RXFP1 antag	D1 antagonist	TRHR enhancer	RXFP1 ag
41	Cc1cccc(C)c1NC(=O)C1C2C=CC(C2)C1C(=O)O (stereo not drawn)	0%	-3	-15	3	1.1%
42	CC(C)OC(=O)c1cccc2c1C(=O)c1ccccc1-2	-15%	12	3	-3	-2.8%
43	O=C(CSc1ncn[nH]1)NCc1ccc2c(c1)OCO2	-9%	1	-14	2	-1.1%
44	CCn1cc(C(=O)O)c(=O)c2cc(F)c(N3CCN(C(=S)NC(=O)c4ccccc4Cl)CC3)cc21	5%	3	-9	3	11%
45	CCN(CC)C(=O)CSc1nc2c(sc(=S)n2-c2ccc(C)cc2C)c(=O)[nH]1	-8%	-17	-41*	8	-0.7%
46	CCn1nc(C)c(CN2CCC(n3nccc3NC(=O)c3ccccc3OC)CC2)c1C	-7%	-8	9	-3	1.8%
47	NC1=NC[C@@H](Cc2ccc(O)cc2)N1CCc1cc(C(F)(F)F)cc(C(F)(F)F)c1	-13%	nt	-23	6	7.1%
48	COc1cc(C(=O)NCc2ccccn2)ccc1OCc1c(C)noc1C	0%	3	9	9	2.3%
49	COc1ccc(/C=N/NC(=O)c2nonc2C)cc1	4%	-10	-8	8	0.3%
50	Cc1c(C)c2cc3c(c(C)c2oc1=O)OCN(CCc1ccc(F)cc1)C3	312%[activator]	-3	-14	1	1.3%

cpd	TRHR agonist	D2 potentiator	D1 potentiator	D1 ag
41	0.0	7	0	0
42	-1.2	1	2	2
43	1.3	1	-5	6
44	-0.1	3	0	2
45	-0.3	nt	-4	1
46	-0.2	-4	-3	0
47	0.2	6	-5	8
48	1.6	6	-3	5
49	0.2	1	-21	4
50	3.3	-20	0	4

Some of the entries above, set out differently:
no.	SMILES	Anesthetic bind	RXFP1 antag	D1 antagonist	TRHR enhancer	RXFP1 ag	TRHR agonist	D2 potentiator	D1 potentiator	D1 ag
47	NC1=NC[C@@H](Cc2ccc(O)cc2)N1CCc1cc(C(F)(F)F)cc(C(F)(F)F)c1	-13%	nt	-23	6	7.1%	0.2	6	-5	8
48	COc1cc(C(=O)NCc2ccccn2)ccc1OCc1c(C)noc1C	0%	3	9	9	2.3%	1.6	6	-3	5
45	CCN(CC)C(=O)CSc1nc2c(sc(=S)n2-c2ccc(C)cc2C)c(=O)[nH]1	-8%	-17	-41*	8	-0.7%	-0.3	nt	-4	1
42	CC(C)OC(=O)c1cccc2c1C(=O)c1ccccc1-2	-15%	12	3	-3	-2.8%	-1.2	1	2	2
